DAX1 inh-1: inhibitors of DAX1 repression of SF-1 activated StAR promoter; HEK293T StAR-luciferase reporter, SF-1/DAX-1 repression relief; inhibition, % at 6.8 µM; hit rate 1.1% among 370,000; AID 652010;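 active = inhibition above the mean over all tested compounds plus 3 SD, cut at about 3.6% in these data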;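 note: 0% = DAX-1 cells with DMSO and 100% = cells lacking DAX-1 with DMSO; higher inhibition means more luminescence from relief of DAX-1 repression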
SMARCA2 act: increases SMARCA2 function in MMTV reporter cells; MG213 cells, MMTV-luciferase reporter, dexamethasone, overnight; activation, % at 9.1 µM; hit rate 1% among 370,000; AID 652017; in the data active = activation above about 7.8%;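 note: 0% = vehicle wells and 100% = reference activator wells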
Rev-erbA mod: modulates human Rev-erb alpha binding to DNA; Rev-erbα–FITC-DNA binding, fluorescence polarization, 90 min; activity, % at 10 µM; hit rate 0.79% among 370,000; AID 1259318;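 active = activity above about 14%, limit read from the data; passing the limit was not always enough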;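 note: 0% = DMSO wells with 35 nM protein and 100% = DMSO wells with 750 nM protein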
Target sequence (P20393 whole entry, looked up): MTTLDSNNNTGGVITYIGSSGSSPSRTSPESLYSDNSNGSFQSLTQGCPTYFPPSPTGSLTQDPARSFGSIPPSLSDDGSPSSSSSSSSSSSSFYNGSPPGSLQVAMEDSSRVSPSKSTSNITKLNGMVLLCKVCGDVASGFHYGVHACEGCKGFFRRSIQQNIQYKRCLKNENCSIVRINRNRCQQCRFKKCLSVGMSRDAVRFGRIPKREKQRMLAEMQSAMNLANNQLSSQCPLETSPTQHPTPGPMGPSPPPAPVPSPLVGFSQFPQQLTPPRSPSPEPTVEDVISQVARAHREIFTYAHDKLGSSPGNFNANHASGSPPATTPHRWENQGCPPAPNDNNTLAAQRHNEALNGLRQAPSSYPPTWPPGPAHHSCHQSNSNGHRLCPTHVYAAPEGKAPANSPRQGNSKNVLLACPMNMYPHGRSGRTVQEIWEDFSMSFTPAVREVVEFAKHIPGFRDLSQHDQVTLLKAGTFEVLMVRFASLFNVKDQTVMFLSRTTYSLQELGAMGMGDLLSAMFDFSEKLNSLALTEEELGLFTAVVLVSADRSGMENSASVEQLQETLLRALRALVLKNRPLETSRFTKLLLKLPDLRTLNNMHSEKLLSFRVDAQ
PG9 binder: small molecules binding HIV-1 gp120 antibody PG9. TR-FRET gp120-PG9 antibody binding. hit rate 0.43% among 360,000. AID 624416. inhibition, % at 6.7 µM; in the data active = inhibition above about 8.5%
hcDAF-12 act: activates DAF-12 receptor from parasite H. contortus; HEK293 hcDAF-12 lit1-tk-luc reporter, luminescence; 0% DMSO, 100% Δ7-dafachronic acid; activation, % at 6.8 µM; hit rate 1.4% among 370,000; AID 652067;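 active = activation above the mean of all tested compounds plus 3 SD, cut at about 5.5% in these data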;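 note: 100% = response to 3 µM Δ7-dafachronic acid high control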
DAX1 inh-2: NR0B1 (DAX1) inhibition. hit rate 0.99% among 340,000. AID 504766. inhibition, % at 6.75 µM. HEK293 Gal4-DAX1 luciferase reporter, luminescence. P51843;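 active = inhibition above the mean over all tested compounds plus 3 SD, cut at about 4.2% in these data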;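 note: 0% = DAX1-transfected cells with DMSO and 100% = empty-vector control cells with DMSO; inhibition shows as a rise in luminescence from relieved DAX1 repression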
Target sequence (P51843 207-470 limits assumed): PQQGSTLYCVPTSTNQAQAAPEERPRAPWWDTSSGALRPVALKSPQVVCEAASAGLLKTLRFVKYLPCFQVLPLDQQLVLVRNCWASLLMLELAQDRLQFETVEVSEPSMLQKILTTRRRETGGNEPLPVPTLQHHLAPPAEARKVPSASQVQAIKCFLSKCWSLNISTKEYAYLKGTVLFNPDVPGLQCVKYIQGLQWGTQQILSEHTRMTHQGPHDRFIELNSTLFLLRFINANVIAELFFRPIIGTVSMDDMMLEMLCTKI
sPLA2-III inh: Inhibits HGIII-sPLA2 liposome hydrolysis, primary screen | AID 743126 | inhibition, % at 12.2 µM | hit rate 0.56% among 370,000 | QFRET BODIPY PC-A2 liposome hydrolysis, fluorescence;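 active = inhibition above mean plus 3 SD of compounds lying within the high and low control bounds, cut at about 19% in these data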;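 note: 0% = median of test compound wells and 100% = no enzyme DMSO wells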
hgDAF12 agonist: hgDAF-12 agonism, primary luciferase screen | HEK293 GAL4-hgDAF12 UAS-luciferase reporter, agonist luminescence; normalized to butyrate control | activation, % at 6.8 µM | hit rate 1.8% among 370,000;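 active = activation above a cutoff set at the mean of all screened compounds plus 3 SD, cut at about 10% in these data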;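 note: 0% = DMSO wells and 100% = sodium butyrate wells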
FXN GAA850 act: frataxin GAA850 promoter activation; HEK293 lucGAA850 FXN promoter luciferase reporter, 24 h; percent of 10 µM SAHA response; hit rate 0.56% among 360,000; activation, % at 6 µM;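 active = activation above the average of all compounds screened plus 3 SD, cutoff fixed separately per campaign, cut at about 7.5% in these data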;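 note: 0% = DMSO wells and 100% = 10 µM SAHA wells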
PLCb3 inh: inhibitors of human phospholipase C beta3. inhibition, % at 12.2 µM. AID 720704. Purified PLC-beta3, fluorogenic substrate, fluorescence. hit rate 0.18% among 370,000. Q01970; in the data active = inhibition above about 11%;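 note: 0% = median of compound wells on plate and 100% = full blocker control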
ssDAF12 agonist: activators of S. stercoralis DAF-12 nuclear receptor; HEK293 ssDAF-12/GRIP1 lit1-tk-luc reporter, luminescence; % of 3 µM dafachronic acid response; hit rate 1% among 370,000; activation, % at 6.8 µM;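 active = activation above the mean over all tested compounds plus 3 SD, cut at about 0.9% in these data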;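 note: 0% = DMSO-only wells and 100% = 3 µM delta7-dafachronic acid wells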
* marks the source's active call; other numbers are inactive results.

`Cc1cc(C(=O)COc2cc(F)ccc2[N+](=O)[O-])c(C)n1CC1CCCO1` (stereo not given) gave DAX1 inh-1 -1.8, SMARCA2 act -3, Rev-erbA mod -2, PG9 binder -0.5, hcDAF-12 act -3.9, DAX1 inh-2 -0.7, sPLA2-III inh 0, hgDAF12 agonist -2.9, FXN GAA850 act -3.7, PLCb3 inh -2 and ssDAF12 agonist -1.5.
`CCSc1ccccc1C(=O)NCc1ccc(OC)cc1` gave DAX1 inh-1 -0.5, SMARCA2 act 1, Rev-erbA mod 2, PG9 binder -0.1, hcDAF-12 act -0.9, DAX1 inh-2 -0.1, sPLA2-III inh 0, hgDAF12 agonist -1.1, FXN GAA850 act 0.4, PLCb3 inh -2 and ssDAF12 agonist -1.9.
`O=C(Nc1cccc(Cl)c1)c1ccc2c(c1)OCCO2` gave DAX1 inh-1 1.9, SMARCA2 act 9.0*, Rev-erbA mod 1, PG9 binder -0.9, hcDAF-12 act 6.5*, DAX1 inh-2 1.6, sPLA2-III inh -1, hgDAF12 agonist 21*, FXN GAA850 act 0.6, PLCb3 inh -5 and ssDAF12 agonist 0.9.
For CCN(CC)C(CNC(=O)CSc1nnnn1-c1cccc(F)c1)c1ccco1 (stereo not given) the results were DAX1 inh-1 -1.6, SMARCA2 act 2, Rev-erbA mod -3, PG9 binder -2.3, hcDAF-12 act 2.2, DAX1 inh-2 -0.1, sPLA2-III inh 0, hgDAF12 agonist 0.9, FXN GAA850 act 2.7, PLCb3 inh -11 and ssDAF12 agonist 0.5.
C/C(N)=C(/C#N)C(=O)CSc1nc2cc(Cl)ccc2c(=O)n1-c1ccc(C)cc1 was read as DAX1 inh-1 0.1, SMARCA2 act 0, Rev-erbA mod 13, PG9 binder -0.2, hcDAF-12 act -0.7, DAX1 inh-2 0.6, sPLA2-III inh 9, hgDAF12 agonist 3.1, FXN GAA850 act -0.1, PLCb3 inh -2 and ssDAF12 agonist -0.7.
O=C(N/N=C/c1cccnc1)C(=O)N1CCCCCC1 was read as DAX1 inh-1 0.5, SMARCA2 act 4, Rev-erbA mod 2, PG9 binder 1.4, hcDAF-12 act -1.6, DAX1 inh-2 -0.5, sPLA2-III inh -6, hgDAF12 agonist 2.2, FXN GAA850 act 0.8, PLCb3 inh -6 and ssDAF12 agonist -1.1.
CCCS(=O)(=O)c1c(S(=O)(=O)CCC)c2cc(-c3ccncc3)ccn2c1C(=O)OC was read as DAX1 inh-1 0.1, SMARCA2 act -1, Rev-erbA mod -2, PG9 binder -2.5, hcDAF-12 act -1.2, DAX1 inh-2 -0.4, sPLA2-III inh -3, hgDAF12 agonist -5.6, FXN GAA850 act 1.1, PLCb3 inh inactive and ssDAF12 agonist -1.2.
`Cc1cccc(C)c1NC(=O)C1CCCN1C(=O)Nc1cccc(F)c1` (stereo not given) gave DAX1 inh-1 0.3, SMARCA2 act 0, Rev-erbA mod 2, PG9 binder -4.1, hcDAF-12 act 0.0, DAX1 inh-2 -0.7, sPLA2-III inh -1, hgDAF12 agonist 0.0, FXN GAA850 act -0.9, PLCb3 inh -2 and ssDAF12 agonist -0.6.
`COC(=O)c1cc(OC)c(OC)cc1NC(=S)N1CCN(c2ccccn2)CC1` gave DAX1 inh-1 0.1, SMARCA2 act -2, Rev-erbA mod -2, PG9 binder -1.8, hcDAF-12 act -0.1, DAX1 inh-2 -0.3, sPLA2-III inh 4, hgDAF12 agonist -0.6, FXN GAA850 act 0.2, PLCb3 inh -7 and ssDAF12 agonist -2.1.
CCOC(=O)CCN1C(=O)c2ccccc2Sc2ncccc21 was read as DAX1 inh-1 -0.2, SMARCA2 act -1, Rev-erbA mod 3, PG9 binder 1.0, hcDAF-12 act -2.1, DAX1 inh-2 1.1, sPLA2-III inh 3, hgDAF12 agonist -0.8, FXN GAA850 act 0.9, PLCb3 inh -6 and ssDAF12 agonist -1.0.
Screening CCOc1ccc(-c2cn(S(=O)(=O)c3cccc4nsnc34)nc2N)cc1 returned DAX1 inh-1 -1.2, SMARCA2 act 0, Rev-erbA mod -1, PG9 binder -2.2, hcDAF-12 act -0.3, DAX1 inh-2 -0.3, sPLA2-III inh 0, hgDAF12 agonist -0.1, FXN GAA850 act 0.1, PLCb3 inh 7 and ssDAF12 agonist -1.0.
O=c1[nH]ncc2c3ccccc3n(Cc3ccc(F)cc3)c12 was read as DAX1 inh-1 0.2, SMARCA2 act 0, Rev-erbA mod -1, PG9 binder 1.0, hcDAF-12 act -1.3, DAX1 inh-2 -0.7, sPLA2-III inh 2, hgDAF12 agonist 1.6, FXN GAA850 act 2.3, PLCb3 inh 1 and ssDAF12 agonist -1.6.
For CC(C)Oc1ccccc1C1(c2ccccc2)NC(=O)NC1=O (stereo not given) the results were DAX1 inh-1 -0.7, SMARCA2 act -2, Rev-erbA mod 4, PG9 binder -1.8, hcDAF-12 act -2.0, DAX1 inh-2 -1.9, sPLA2-III inh 2, hgDAF12 agonist -0.7, FXN GAA850 act 0.3, PLCb3 inh -8 and ssDAF12 agonist -0.7.
Screening CCc1nn(CC(=O)NCc2cccnc2)c(=O)c2cc3occc3n12 returned DAX1 inh-1 0.0, SMARCA2 act 0, Rev-erbA mod 1, PG9 binder -2.0, hcDAF-12 act -1.1, DAX1 inh-2 1.0, sPLA2-III inh 2, hgDAF12 agonist 0.8, FXN GAA850 act -0.3, PLCb3 inh -4 and ssDAF12 agonist -1.5.
O=C(NCC(=O)N1CCCCCCC1)c1ccccc1Br was read as DAX1 inh-1 1.9, SMARCA2 act 0, Rev-erbA mod -2, PG9 binder -1.8, hcDAF-12 act -0.6, DAX1 inh-2 2.0, sPLA2-III inh -2, hgDAF12 agonist 2.8, FXN GAA850 act 0.1, PLCb3 inh -3 and ssDAF12 agonist -0.9.
C=CCOc1ccc(CNn2c(C)n[nH]c2=S)cc1OC was read as DAX1 inh-1 -0.1, SMARCA2 act 3, Rev-erbA mod -1, PG9 binder -1.1, hcDAF-12 act -1.4, DAX1 inh-2 0.3, sPLA2-III inh 4, hgDAF12 agonist 0.5, FXN GAA850 act 1.6, PLCb3 inh 2 and ssDAF12 agonist -0.5.
`CCOC(=O)[C@@H]1[C@H]2COc3ccc(Br)cc3[C@@H]2N2C(=O)N(c3cccc(F)c3)C(=O)[C@]12C` gave DAX1 inh-1 0.2, SMARCA2 act -1, Rev-erbA mod -1, PG9 binder 0.1, hcDAF-12 act 0.4, DAX1 inh-2 1.4, sPLA2-III inh -17, hgDAF12 agonist 0.3, FXN GAA850 act -0.7, PLCb3 inh 3 and ssDAF12 agonist -1.6.
For COc1cc(OC)nc(Oc2cccc(Cl)c2C)n1 the results were DAX1 inh-1 0.1, SMARCA2 act 0, Rev-erbA mod 4, PG9 binder -1.6, hcDAF-12 act 1.1, sPLA2-III inh -2, hgDAF12 agonist 0.3, FXN GAA850 act 1.1, PLCb3 inh -1 and ssDAF12 agonist -1.2.
`Cn1c(SCC(=O)c2c(N)n(C)c(=O)n(C)c2=O)nnc1-c1ccccc1F` gave DAX1 inh-1 0.5, SMARCA2 act -2, Rev-erbA mod 3, PG9 binder -0.4, hcDAF-12 act -1.5, DAX1 inh-2 0.9, sPLA2-III inh 4, hgDAF12 agonist 1.2, FXN GAA850 act 2.6, PLCb3 inh -2 and ssDAF12 agonist -1.1.
`CC1(C)NC(=O)N(CC(O)Cn2c3ccccc3c3ccccc32)C1=O` (stereo not given) gave DAX1 inh-1 -0.1, SMARCA2 act 0, Rev-erbA mod 5, PG9 binder -0.4, hcDAF-12 act -1.1, DAX1 inh-2 2.7, sPLA2-III inh -1, hgDAF12 agonist 0.0, FXN GAA850 act 3.6, PLCb3 inh -4 and ssDAF12 agonist -1.1.
For Cc1ccc(-c2nnc3ccc(SCC(=O)Nc4cc(C)on4)nn23)cc1 the results were DAX1 inh-1 0.0, SMARCA2 act -2, Rev-erbA mod 1, PG9 binder 2.2, hcDAF-12 act -1.2, DAX1 inh-2 -0.5, sPLA2-III inh 4, hgDAF12 agonist 2.3, FXN GAA850 act -0.9, PLCb3 inh -185 and ssDAF12 agonist -1.2.
Screening CC(C)CCNC(=O)CN(C(=O)CCC(=O)Nc1ccccn1)c1ccc(F)c(Cl)c1 returned DAX1 inh-1 0.8, SMARCA2 act 3, Rev-erbA mod -11, PG9 binder -0.5, hcDAF-12 act -0.5, DAX1 inh-2 4.2, sPLA2-III inh 0, hgDAF12 agonist -0.4, FXN GAA850 act 0.7, PLCb3 inh 2 and ssDAF12 agonist -1.2.
CC12CCC(C(=O)NC3CCCCC3)([C@H](Br)C1=O)C2(C)C (stereo not given in full) was read as DAX1 inh-1 0.0, SMARCA2 act 3, Rev-erbA mod 2, PG9 binder -0.8, hcDAF-12 act -1.1, DAX1 inh-2 -1.6, sPLA2-III inh 1, hgDAF12 agonist -1.9, FXN GAA850 act -0.1, PLCb3 inh -5 and ssDAF12 agonist -0.6.
`O=C(Nc1ccc2c(c1)OCCO2)C1c2ccccc2OCC(=O)N1Cc1ccco1` (stereo not given) gave DAX1 inh-1 0.2, SMARCA2 act -4, Rev-erbA mod -2, PG9 binder 2.5, hcDAF-12 act -0.6, sPLA2-III inh 4, hgDAF12 agonist 0.7, PLCb3 inh 0 and ssDAF12 agonist -0.7.
`COc1ccc(/C=N/NC(=O)c2[nH]c(C)c(C(=O)N/N=C/c3ccc(OC)cc3)c2C)cc1` gave DAX1 inh-1 -0.5, SMARCA2 act -1, Rev-erbA mod 3, PG9 binder 0.3, hcDAF-12 act -3.9, DAX1 inh-2 3.5, sPLA2-III inh -3, hgDAF12 agonist -2.4, FXN GAA850 act -1.7, PLCb3 inh -1 and ssDAF12 agonist -1.8.
For CS(=O)(=O)N1CCc2cc(C(=O)Nc3ccccc3Br)ccc21 the results were DAX1 inh-1 1.2, SMARCA2 act 2, Rev-erbA mod 3, PG9 binder 0.7, hcDAF-12 act -0.4, DAX1 inh-2 -0.6, sPLA2-III inh 3, hgDAF12 agonist 4.0, FXN GAA850 act 2.9, PLCb3 inh -5 and ssDAF12 agonist -1.1.
`COc1ccccc1OCC(=O)Nc1ccc(S(=O)(=O)Nc2cc(C)nc(C)n2)cc1` gave DAX1 inh-1 -1.0, SMARCA2 act -1, Rev-erbA mod -11, PG9 binder 0.1, hcDAF-12 act -1.0, DAX1 inh-2 -0.2, sPLA2-III inh 3, hgDAF12 agonist 1.2, FXN GAA850 act 1.1, PLCb3 inh -2 and ssDAF12 agonist -1.6.
O=C(NCCCO)C(=O)NCC(c1ccc2c(c1)OCO2)N1CCN(c2ccc(F)cc2)CC1 (stereo not given) was read as DAX1 inh-1 -0.4, SMARCA2 act -1, Rev-erbA mod 3, PG9 binder -0.1, hcDAF-12 act 0.5, DAX1 inh-2 -0.9, sPLA2-III inh -2, hgDAF12 agonist 0.0, FXN GAA850 act 2.6, PLCb3 inh -1 and ssDAF12 agonist -1.5.
